Assay outcomes: PubChem, National Center for Advancing Translational Sciences (NCATS)
p53 reactivator = re-activators of mutant p53; H1299 p53-A138V BP100-luciferase reporter, luminescence, 24 h; Potency, µM (highest dose often 92.2 µM), without a hit: at the highest dose activity change, positive = activation, most hits filed as activators; actives 0.063% (n = 320,000); also: % of control where 0% means no effect; nearly all actives have a fitted effect of over 45% in size
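H1299 (p53-null), stable ts p53-A138V + BP100-Luc; 1000 cells/well, Opti-MEM/10% FBS; cpd 4 pt, 1:5; 24 h, 37 deg C, 5% CO2; detection reagent 10 min RT; luminescence.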
uPA surface inh = blocks generation of uPA at the cell surface; cell surface uPA generation assay, qHTS; Potency, µM (series often up to 38.3 µM), without a hit: at the highest dose activity change, negative = inhibition, usual class: inhibitors; actives 0.31% (n = 330,000); active = well fitted inhibition curve with a large enough effect; inconclusive = small, poorly fitted or top-dose-only effect; inactive = no such curve, though single readings can be large or run the other way; tested in mouse RAW 264.7 cells; also: % is scaled to controls: 0 for no effect and ±100 for the full control effect; nearly all actives have a fitted effect of over 55% in size
FLuc counter = inhibits or activates purified firefly luciferase, miR-21 counter-screen; actives 6.9% (n = 360,000); purified FLuc, Km substrates, luminescence inhibition; P08659; Potency, µM (titrated, usually from 57.5 µM), without a hit: top-dose activity change, negative = inhibition, most hits filed as inhibitors;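 also: plate controls were vehicle for no effect and reference inhibitor for full effect; nearly all actives have a fitted effect of over 55% in size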
Target sequence (P08659 whole entry, looked up): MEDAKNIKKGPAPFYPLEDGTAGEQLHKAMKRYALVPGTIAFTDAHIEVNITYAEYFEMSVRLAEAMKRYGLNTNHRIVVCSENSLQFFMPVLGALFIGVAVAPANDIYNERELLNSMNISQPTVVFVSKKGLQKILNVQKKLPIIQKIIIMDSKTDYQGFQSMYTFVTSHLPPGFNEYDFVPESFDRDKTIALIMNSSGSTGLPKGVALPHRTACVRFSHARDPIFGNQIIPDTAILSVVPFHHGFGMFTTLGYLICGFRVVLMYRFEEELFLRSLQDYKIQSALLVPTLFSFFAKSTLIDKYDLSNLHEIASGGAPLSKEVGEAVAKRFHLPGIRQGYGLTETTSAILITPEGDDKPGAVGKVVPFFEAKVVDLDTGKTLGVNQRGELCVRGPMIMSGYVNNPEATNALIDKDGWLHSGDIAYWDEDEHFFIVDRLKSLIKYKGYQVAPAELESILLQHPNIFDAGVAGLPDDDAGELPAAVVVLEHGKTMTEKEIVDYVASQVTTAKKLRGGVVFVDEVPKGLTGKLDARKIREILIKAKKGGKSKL
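Purified P. pyralis luciferase (10nM final) with 10uM D-luciferin and 10uM ATP (Km levels) in 50mM Tris acetate pH 7.5, 10mM Mg acetate, 0.01% Tween-20, 0.05% BSA; qHTS 6-point titration, ~60 µM downward; luminescence read.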
NPC1 prom act = activates the NPC1 promoter; Huh7 NPC1 promoter luciferase reporter, 24 h; Potency, µM (top dose mostly 9.22 µM), without a hit: top-dose activation, usual class: activators; actives 2.4% (n = 320,000); AID 485313;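 also: % of control where 0% means no effect; nearly all actives have a fitted effect of over 60% in size; reporter is driven by a mutant NPC1 promoter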
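Luminescence from an NPC1 promoter-driven luciferase reporter in stably transfected Huh7 cells was measured after 24 h compound treatment at 37 °C, followed by 10 min ambient incubation with luciferase detection reagent.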
BRCA1 expr up = activators of BRCA1 expression; Potency, µM (titrated, usually from 46.1 µM), for inactives: top-dose activation, actives largely listed as activators; actives 1.1% (n = 380,000); AID 624202; MCF7-BRCA1-FFLuc reporter, luminescence, 48 h; response scale: scaled: vehicle 0%, 10 µM genistein 100%; also: nearly all actives have a fitted effect of over 80% in size; some results filed as inactive show a strong effect at the top dose
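MCF7-BRCA1-FFLuc, 2000 cells/well; 2 h attach, 37 °C/5% CO2; compound 48 h; luciferase substrate 15 min; luminescence end-point. Norm. to genistein 10 microM max activation and DMSO; concentration-response curves fitted.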
CXXC DNA block = blocks binding of human MLL CXXC domain to DNA; actives 0.037% (n = 290,000); Q03164; MLL-CXXC / FITC-HOXA9 DNA fluorescence polarization; AID 2662; Potency, µM (titrated, usually from 115 µM), for inactives: top-dose activity change, negative = inhibition, hits mostly inhibitors; active = well fitted inhibition curve with a large enough effect in the polarisation, with a control signal flat, not every such curve was filed as active; inconclusive = small, poorly fitted or top-dose-only effect, or effect the other way, or a change in a side signal; inactive = no such curve, though single readings can be large or run the other way; the % refers to the polarisation
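Purified MLL-CXXC (added from a 7 uM solution) was preincubated 5 min at ambient with pinned compounds in 50 mM Tris-HCl pH 7.5, 50 mM NaCl, 1 mM DTT, 0.05% BSA. Fluorescein-labeled HOX-A9 DNA (50 nM solution) followed, 30 min, then polarization read.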
ELG1 genotoxic = genotoxicity induction in ELG1-luciferase HEK293T cells | HEK293T ELG1-luciferase reporter, luminescence, 16 h | Potency, µM (series often up to 46 µM), for inactives: top-dose activity change, positive = activation, actives largely listed as activators | actives 1.3% (n = 330,000); also: % of control where 0% means no effect; nearly all actives have a fitted effect of over 60% in size
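Genotoxic stress is detected as increased luminescence from luciferase-tagged ELG1 in HEK293T cells, measured with ONE-Glo after a 16 hr treatment at 37 °C.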
Gal4-VP16 FLuc = Gal4-VP16 reporter inhibition counter-screen; Drosophila S2 Gal4-VP16 UAS-luciferase, luminescence, 20 h; AID 2546; Potency, µM (highest dose often 53.6 µM), for the others: at the top dose activity, negative = inhibition, usual class: inhibitors; actives 3.5% (n = 310,000);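 also: Gal4-VP16 expression switched on by copper sulfate through the metallothionein promoter; % is scaled to controls: 0 for no effect and ±100 for the full control effect; nearly all actives have a fitted effect of over 50% in size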
RORgamma inh = ROR gamma (mouse) transcription inhibition; P51450; Drosophila S2 Gal4-RORgamma UAS-luciferase reporter, 20 h; Potency, µM (doses to about 53.6 µM), for the others: at the highest dose activity change, negative = inhibition, hits mostly inhibitors; actives 5.4% (n = 310,000); also: % is scaled to controls: 0 for no effect and ±100 for the full control effect; nearly all actives have a fitted effect of over 60% in size
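Compounds are pin-transferred onto Drosophila Schneider cells expressing a copper-inducible Gal4–ROR gamma transactivation domain fusion. After 1 hr, copper sulfate is added to 700 uM final; luciferase is read 20 hr later.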
MBNL1-CUG inh = MBNL1-poly(CUG) RNA binding inhibition; AID 2675; TR-FRET MBNL1-His/biotin-(CUG)12 binding, 665/545 ratio; Potency, µM (top dose mostly 57.5 µM), for inactives: top-dose activity change, negative = inhibition, most hits filed as inhibitors; Q9NR56; actives 0.036% (n = 280,000); active = well fitted inhibition curve with a large enough effect in the signal ratio, with a control signal flat, not every such curve was filed as active; inconclusive = small, poorly fitted or top-dose-only effect, or effect the other way, or a change in a side signal; inactive = no such curve, though single readings can be large or run the other way; the % refers to the signal ratio; also: % is scaled to controls: 0 for no effect and ±100 for the full control effect
Target sequence (Q9NR56 whole entry, looked up): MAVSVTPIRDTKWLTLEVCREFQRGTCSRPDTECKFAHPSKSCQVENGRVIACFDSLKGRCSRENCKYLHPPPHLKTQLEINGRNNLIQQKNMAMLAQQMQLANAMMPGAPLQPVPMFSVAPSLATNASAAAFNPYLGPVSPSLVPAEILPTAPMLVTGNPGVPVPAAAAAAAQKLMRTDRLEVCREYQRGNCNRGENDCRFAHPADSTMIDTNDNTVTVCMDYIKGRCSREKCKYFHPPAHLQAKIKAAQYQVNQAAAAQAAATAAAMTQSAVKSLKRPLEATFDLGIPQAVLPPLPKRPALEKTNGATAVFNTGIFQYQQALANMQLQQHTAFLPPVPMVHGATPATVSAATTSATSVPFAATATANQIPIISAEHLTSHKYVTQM
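Inhibition of protein-RNA binding appears as loss of TR-FRET between terbium anti-His antibody on MBNL1-His and streptavidin-XL665 on biotin-(CUG)12. Activity is normalized to buffer-only and uninhibited-complex controls.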
Rab9 promoter act = activates the Rab9 promoter; Huh7 Rab9 promoter-luciferase reporter, luminescence, 24 h; Potency, µM (top dose mostly 9.22 µM), without a hit: at the highest dose activation, negative = inhibition, hits mostly activators; actives 2.8% (n = 320,000); AID 485297; also: % of control where 0% means no effect; nearly all actives have a fitted effect of over 60% in size
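Huh7 reporter line, Rab9 promoter upstream of luciferase. Compound exposure 24 h at 37 °C in reduced-serum medium with 10% FBS. Read-out: luminescence.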
The depositor's hits bear a star; ? = inconclusive; / = no result given; [ ] = dose if it differs, or a comment. Unless noted, calls follow the shape of the dose curve; as a rule, active = well fitted curve in the direction sought with a large enough effect; inconclusive = small, poorly fitted or top-dose-only effect, or another doubt; inactive = no such curve, though single readings can be large; an effect the other way counts as inactive or inconclusive. Potency is read from the fitted curve at half-maximal effect. Some of the compounds tested, so the mix of outcomes need not match the whole.

no.	Molecule	p53 reactivator	uPA surface inh	FLuc counter	NPC1 prom act	BRCA1 expr up	CXXC DNA block	ELG1 genotoxic	Gal4-VP16 FLuc	RORgamma inh	MBNL1-CUG inh	Rab9 promoter act
1	O=c1[nH][nH]c(C(F)(F)F)c1C=Nc1ccccc1Cl	-3%	8%	?	-4%	6%	1%	0%	-7%	-5%	7%	1%
2	Cc1ccc(C(C)CCN2CCC(n3nccc3NC(=O)c3ccccc3)CC2)o1 (stereo not drawn)	?	-2%	1%	0%	-10%	3%	-3%	-7%	?	-2%	0%
3	Cc1nnc(NC(=O)c2ccc3c(c2)C(=O)N(CC2CCCO2)C3=O)s1 (stereo not drawn)	1%	?	5.4µM*	-2%	12%	-2%	7%	?	-4%	13%	2%
4	Cc1ccc(C(=O)/C=C/Nc2ccc(S(=O)(=O)Nc3cc(C)nc(C)n3)cc2)cc1	3%	-1%	?	-1%	41%	-5%	11%	14%	-1%	53%[activator]	-2%
5	CC(NC(=O)CCC1COc2ccccc2O1)c1ccccc1 (stereo not drawn)	6%	-12%	1%	3%	1%	14%	0%	-4%	?	0%	3%
6	CCn1c(=O)c(C(=O)NNC(=O)c2cccc(Cl)c2)c(O)c2ccccc21	-5%	-4%	-2%	2%	-33%	-8%	-3%	?	?	3%	3%
7	CCn1c(C)nc2cc(C(=O)OC(C(F)(F)C(F)F)C(F)(F)C(F)F)ccc21	?	-12%	3.8µM*	?	?	-2%	16µM*	7.1µM*	7.1µM*	-4%	?
8	C#CCOCCOCCOCCNc1nc(N2CCN(C(=O)[C@H](CCC(=O)O)n3cc(C(N)[C@H](C)CC)nn3)CC2)nc(N2CCN(C(=O)[C@H](CCC(=O)O)n3cc(C(N)[C@H](C)CC)nn3)CC2)n1 (stereo partly drawn)	0%	?	3%	1%	6%	-15%	2%	-4%	-26%	-10%	10%
9	COC(=O)CCSCC(=O)N1N=C(c2ccc(OC)cc2)CC1c1cccc(OC)c1OC (stereo not drawn)	-5%	4%	-7%	-1%	-2%	7%	0%	-3%	?	-4%	-3%
10	O=C(CN1CCN(S(=O)(=O)c2ccc(Br)cc2)CC1)Nc1ccc2c(c1)OCO2	19%	-6%	0%	1%	-30%	2%	-4%	8%	?	-10%	3%
11	Cn1ncc2c(NCc3ccccc3)nc(NCCCO)nc21	-7%	8%	-1%	1%	5%	7%	2%	-8%	-11%	-2%	4%
12	Cc1ccccc1NC(=O)c1ccc(COc2ccc3c(C)cc(=O)oc3c2)cc1	6%	17%	-1%	4%	-22%	-11%	12%	?	11%[10 µM]	/	1%
13	Cc1ccc(-c2nc3nc4ccccc4nc3n2Cc2ccco2)cc1	?	-4%	11µM*	4%	-16%	-3%	2.9µM*	?	?	?	12%
14	CCc1ccccc1NC(=O)CC1SCCNC1=O (stereo not drawn)	-2%	-1%	-1%	-3%	-12%	10%	20%	-2%[10 µM]	0%	-8%	-6%
15	CN(CC1COc2ccccc2O1)C(=O)c1ccc(N(C)C)cc1 (stereo not drawn)	0%	28%	-13%	18%	45%	-5%	4%	-17%	31%	-6%	15%
16	Cc1ccccc1OCCCN1CCCC1	-1%	/	1%	-3%	-20%	-1%	-1%	-1%	-20%	-5%	-2%
17	Cc1c(C(=O)N2CCC[C@H]2C(N)=O)oc2c(F)cccc12	?	-8%	?	9%	10%	1%	12%	3%	6%	3%	18%
18	Cc1cccc(-c2nnc3sc(-c4ccccc4)nn23)c1	8%	/	-14%	20%	39%	-5%	?	1%	-11%	-20%	17%
19	CNC(=O)c1ccc(NC(=O)CCNC(=O)Nc2ccccc2)cc1	7%	2%	6%	-1%	2%	/	1%	/	/	/	9%
20	CCn1nc(C)c(/C=N/NC(=O)Cn2cncn2)c1C	-4%	5%	-5%	-1%	0%	4%	-3%	?	0%	-4%	-7%
21	COc1ccc(-c2n[nH]c(=S)n2/N=C/c2cccn2C)cc1	-3%	19%	0%	2%	-21%	40%[activator]	8%	0%	25%	-1%	-1%
22	CC(C)NCC(=O)NC12CC3CC(CC(C3)C1)C2	-3%	-6%	0%	5%	-11%	-5%	3%	-2%	8%	0%	0%
23	O=C(O)CCN1C(=O)c2ccc(NC(=O)COc3ccccc3)cc2C1=O	7%	-2%	-13%	0%	-8%	-4%	6%	-4%	39%	?	16%
24	Cc1nc(C)c(C(=O)NNC(=O)c2ccc(Br)cc2)s1	-7%	2%	-1%	4%	-2%	-8%	2%	7%	6%	-19%	-1%
25	CCc1ccccc1N(CC(=O)NCCSCc1ccco1)S(C)(=O)=O	-7%	-3%	-4%	-3%	-1%	-2%	-3%	1%	30%	-10%	-4%

Along the list, quoted from above:
NPC1 prom act for nos. 7–16 → ?, 1%, -1%, 1%, 1%, 4%, 4%, -3%, 18%, -3%

New compounds follow
no.	Molecule	p53 reactivator	uPA surface inh	FLuc counter	NPC1 prom act	BRCA1 expr up	CXXC DNA block	ELG1 genotoxic	Gal4-VP16 FLuc	RORgamma inh	MBNL1-CUG inh	Rab9 promoter act
26	Cc1ccc(C)c(N2CCN(C(=O)c3ccc4nc(-c5ccco5)c(-c5ccco5)nc4c3)CC2)c1	2%	/	-17%	-3%	-64%	-6%	0%	-7%	37%	4%	-5%
27	CC(C)CCNC(=O)COc1cccc2c1OC(C)(C)C2	4%	2%	-1%	-2%	1%	-10%	-6%	2%	14%	-7%	-2%
28	Cc1cc(OCC(=O)C(C)(C)C)c2c(-c3ccccc3)cc(=O)oc2c1	-8%	-3%	7%	4%	-3%	?	-11%	5%	6%	12%	-9%
29	CC(C)Sc1nnc(Cn2c(=O)sc3ccccc32)n1-c1ccccc1	4%	1%	7%	-7%	-14%	-4%	1%	-4%	31%	2%	-4%
30	O=S(=O)(c1ccccc1)c1cnc2ccccc2c1	8%	8%	3%	-6%	20%	/	4%	/	/	/	0%
31	O=C(O)/C=C\C(=O)Nc1ccc(N2CCN(c3ccc(F)cc3)CC2)cc1	0%	-3%	?	0%	-17%	-13%	-1%	-13%	8%	10%	-9%
32	CC(=O)c1c(N)c(C#N)c(C)n1-c1ccc(Br)cc1	-13%	3%	2%	-4%	-12%	2%	-11%	13%	-2%	6%	12%
33	COc1ccccc1CN(C)C(=O)c1cccc(S(=O)(=O)N2CCCc3ccccc32)c1	-12%	10%	2%	-3%	-31%	/	-9%	/	/	/	-6%
34	O=C(CSc1ccc(-c2cccs2)nn1)Nc1ccccc1F	0%	-2%	?	1%	9%	-2%	-6%	7%	28%	?	10%
35	CC1CCCCN1C(=O)Cc1ccc(F)cc1 (stereo not drawn)	3%	-1%	3%	-2%	0%	2%	2%	5%	44%	4%	-6%
36	O=C(NCC1CCCO1)c1cc(-c2ccccc2)nc2ccccc12 (stereo not drawn)	?	-1%	?	5%	-36%	-2%	-6%	?	3%	/	-1%
37	Oc1ccc(C=NC2CCCCC2)cc1	0%	-2%	3%	1%	-10%	?	2%	2%	-5%	8%	1%
38	COc1ccc(S(=O)(=O)N2CCCCCC2)cc1C(=O)NCc1ccccc1Cl	5%	-9%	-8%	-7%	-40%	/	1%	/	/	/	2%
39	Cn1c(SCC(=O)C(C)(C)C)nnc1-c1cccnc1	2%	3%	-8%	0%	23%	3%	0%	-2%	-12%	-4%	-4%
40	CCN1CCN(c2ncc(C(=O)Nc3ccccc3C(=O)OC)c3ccccc23)CC1	-4%	-1%	2%	-6%	-42%	-1%	-1%	-17%	-3%	0%	-10%
41	COc1ccc(OC)c(NC(=O)CSc2nnc(C3CCCCC3)n2-c2ccccc2)c1	-12%	2%	5%	-4%	-26%	-9%	-6%	-16%	0%	1%	-1%
42	CN1CCc2c(sc(/N=C/c3ccco3)c2C(N)=O)C1	-6%	-4%	?	-1%	14%	3%	3%	1%	-2%	?	-16%
43	Cc1onc(-c2ccccc2)c1C(=O)NNC(=S)NC(=O)/C=C/c1ccccc1	6%	-6%	4%	-3%	-79%	?	-1%	?	5.6µM*	-6%	-3%
44	Cc1cc(C)nc(N(C#N)S(=O)(=O)c2ccccc2Cl)n1	8%	3%	0%	-3%	2%	-3%	3%	-5%	-44%	5%	0%
45	Cc1cccc(-c2ocnc2C(=O)Nc2ccccc2C(=O)N2CCCC2)c1	-1%	-5%	?	-1%	-45%	-5%	-29%	-10%	10%	-1%	0%
